Source: PubChem (Sanford-Burnham Center for Chemical Genomics)
CCR6 antagonist: CCR6 receptor antagonists, primary screen, cell-based, CHO-K1, luminescence, beta-arrestin, uHTS; C-C chemokine receptor type 6 (Homo sapiens), P51684; CHO-K1 CCR6 PathHunter beta-arrestin, CCL20-stimulated; inhibition, % at 20 µM; 340,000 compounds, 0.49% hits;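 active means compounds whose inhibition of the agonist-driven luminescence signal at 20 µM reaches about 50%, limit read from the data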;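 further: cells stimulated with CCL20 at 14 nM final; plate controls were DMSO with CCL20 for no effect and DMSO without agonist for full effect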
Target sequence (P51684 whole entry, looked up): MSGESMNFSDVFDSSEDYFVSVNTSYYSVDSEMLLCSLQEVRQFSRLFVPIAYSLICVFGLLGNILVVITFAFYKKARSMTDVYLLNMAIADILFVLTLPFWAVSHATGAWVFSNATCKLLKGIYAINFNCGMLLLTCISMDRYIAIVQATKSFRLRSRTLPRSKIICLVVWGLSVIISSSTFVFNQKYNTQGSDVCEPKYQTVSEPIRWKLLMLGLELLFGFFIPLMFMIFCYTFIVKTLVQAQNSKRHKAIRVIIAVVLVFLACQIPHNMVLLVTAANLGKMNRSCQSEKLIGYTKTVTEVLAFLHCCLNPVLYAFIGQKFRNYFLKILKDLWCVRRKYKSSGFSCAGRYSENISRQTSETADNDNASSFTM
EBI2 block: EBI2 receptor antagonists, beta-arrestin recruitment, primary screen, cell-based, luminescence, 7a,25-OHC stimulation, uHTS | 7a,25-OHC stimulated | inhibition, % at 5 µM | 360,000 compounds, 0.81% hits; in the data active means inhibition above about 38%;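 further: enzyme fragment complementation signal reports receptor beta-arrestin coupling in cells; 0% = agonist plus DMSO wells and 100% = wells without agonist; some results beyond the cut were filed as inactive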
Jurkat NFkB inh: inhibitors of induced NF-kB luciferase reporter, primary screen, TCR NF-kB activation inhibitor project, cell-based, luminescence, uHTS | Jurkat, PMA/ionomycin-induced NF-kB luciferase reporter | inhibition, % at 4 µM | 330,000 compounds, 0.53% hits | AID 435003, 2010
SENP8 block: SENP8 protease inhibitors, primary screen, biochemical, luminescence. Sentrin-specific protease 8 (Homo sapiens), Q96LD8. inhibition, % at 10 µM. 330,000 compounds, 1.2% hits. purified SENP8, Z-RLRGG-aminoluciferin cleavage. AID 2540, 2010
Target sequence (Q96LD8 whole entry, looked up): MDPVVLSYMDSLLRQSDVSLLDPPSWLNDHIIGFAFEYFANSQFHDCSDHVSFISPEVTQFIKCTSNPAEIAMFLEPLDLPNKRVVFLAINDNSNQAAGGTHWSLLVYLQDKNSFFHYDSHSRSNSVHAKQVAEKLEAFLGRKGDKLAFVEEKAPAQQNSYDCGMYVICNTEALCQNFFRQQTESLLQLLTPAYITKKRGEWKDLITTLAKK
Apaf-1 inh: inhibitors of human Apaf-1 apoptosome, primary screen, biochemical, DEVD-Rh110 fluorescence, uHTS; Apoptotic protease-activating factor 1 (Homo sapiens), O14727; reconstituted apoptosome caspase-3 activity; inhibition, % at 20 µM; 330,000 compounds, 0.71% hits; active means inhibition of at least 40% at 20 µM;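 further: plate controls were DMSO wells for no effect and DEVD-CHO caspase inhibitor wells for full effect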
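Material: reconstituted apoptosome with Apaf-1, cytochrome c, caspase-9, procaspase-3, dATP / Buffer or medium: pH 7.5 Hepes buffer with CHAPS, BSA, DTT / Also added: cytochrome c with DEVD-Rh110 / Schedule: compound with Apaf-1, dATP, procaspase-3 30 min, then 50 min reaction, room temperature / Technique: rhodamine 110 fluorescence at Ex 480/Em 540 nm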
697 NFkB inh: inhibitors of PMA/ionomycin-induced NF-kB reporter, 697 cells, primary screen, B-cell NF-kB inhibitor project, cell-based, luminescence, uHTS. inhibition, % at 4 µM. AID 435022, 2010. 697 B-cell NF-kB luciferase reporter, 16 h. 330,000 compounds, 0.33% hits; in the data active means inhibition above about 35%
UBC13 polyUb: UBC13 polyubiquitin chain formation inhibitors, primary screen, biochemical, TR-FRET, uHTS; Ubiquitin-conjugating enzyme E2 N (Homo sapiens), P61088; inhibition, % at 20 µM; 330,000 compounds, 0.47% hits; in the data active means inhibition above about 45%, passing the limit was not always enough
Target sequence (P61088 whole entry, looked up): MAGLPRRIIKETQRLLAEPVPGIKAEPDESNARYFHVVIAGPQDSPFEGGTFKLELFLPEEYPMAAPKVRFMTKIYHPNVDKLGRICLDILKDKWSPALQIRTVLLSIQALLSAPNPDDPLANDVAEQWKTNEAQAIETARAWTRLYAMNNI
Gli-Sufu block: Gli-Sufu pathway antagonists, primary screen, luciferase luminescence, Sufu-KO-LIGHT cells, uHTS; AID 588413, 2011; inhibition, % at 5 µM; 340,000 compounds, 0.74% hits; Sufu-KO-LIGHT fibroblasts, Gli luciferase reporter luminescence;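 active means inhibition above about 55%, limit read from the data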;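 further: 0% = DMSO-treated cells and 100% = wells with medium but no cells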
* hit, by the source's call; x = no result given. Unless noted, no stated cut-off is given here; in the data, active means inhibition above about 50%; inactive means the rest.

SMILES	CCR6 antagonist	EBI2 block	Jurkat NFkB inh	SENP8 block	Apaf-1 inh	697 NFkB inh	UBC13 polyUb	Gli-Sufu block
O=C(COC(=O)COc1ccc(Cl)cc1)Nc1ccc2c(c1)OCCO2	5	0	3	-11	16	15	-15	4
CCCCCCN(C(=O)CCCCCN1C(=O)NC(c2cccc([N+](=O)[O-])c2)C(C(=O)OCc2ccccc2)=C1C)C(C(=O)NCCCC)c1ccc(OCC(=O)OC)c(C(=O)OC)c1 (stereo not drawn)	x	x	13	-15	16	-1	-11	x
Cc1cccc(NC(=O)c2ccc(C3SCC(=O)N3CCc3ccccc3)cc2)c1C (stereo not drawn)	8	6	1	-9	28	-36	0	-3
CCN(CC(=O)NCc1cccs1)C(=O)CCC(=O)c1ccc(F)cc1	9	-3	6	-4	9	0	-3	-23
Cc1ccc(NC(=O)C(=O)c2cn(CC(=O)N3CCCCC3)c3ccccc23)cc1	15	10	-11	1	17	-12	5	-10
COc1ccc(NS(=O)(=O)c2ccc(-c3coc(C)n3)cc2)cc1OC	-11	-14	36	3	-5	41*	-3	73*
Cc1cc(C(=O)N2CCN(c3ccccn3)CC2)no1	-6	-10	8	-5	-21	4	7	3
CCOC(=O)C1CCN(C(=O)CNC(=O)OC(C)(C)C)CC1	-22	-11	11	-11	-3	1	-4	1
CC(=O)c1cc(C#N)c(SCC(=O)O)nc1C	6	-6	21	1	-4	19	4	2
COC(=O)c1ccccc1NC(NC(=O)c1ccco1)C(=O)c1ccccc1 (stereo not drawn)	-1	5	1	3	-8	-9	5	6
Cc1ccc(C(=O)OC(C)C(=O)NC2CCCCC2C)cc1S(=O)(=O)N1CCCCC1 (stereo not drawn)	23	10	3	-5	23	-3	1	11
Cc1ccc(N(C(=O)c2csnn2)C(C(=O)NCc2ccccc2)c2ccccn2)cc1 (stereo not drawn)	17	-1	12	-9	-1	-6	-3	-14
CCCCCC(O)(CCN1CCCCC1)c1ccccc1 (stereo not drawn)	22	-7	-11	-3	-1	4	4	11
COC(=O)c1c(C(=O)OC)n(CCCN)c2ccc(C)cc12	16	-4	-8	-12	-19	-24	4	7
CCN(C(=O)CSc1nc2cc(C(=O)OC)ccc2c(=O)n1Cc1ccco1)c1cccc(C)c1	20	25	-4	-9	25	12	-2	4
COC(=O)c1ccc(NC(=O)CN2CCN(S(=O)(=O)c3cc(Cl)ccc3OC)CC2)cc1	-6	43	-10	1	16	9	2	-6
CCC(=O)N/C=C/n1cnc2cc(C(F)(F)F)ccc21	1	1	12	3	-9	8	0	19
Cc1cccc2nc(-c3ccco3)oc(=O)c12	-1	-7	-5	-3	5	1	-5	8
COc1ccccc1-c1nnc(SCC(=O)Nc2ccc(N3CCOCC3)cc2)n1N	8	-7	-4	-5	3	6	-3	-13
COc1ccc(OC)c(NC(=O)Cn2c(CCC(=O)O)ccc2-c2cccs2)c1	2	-14	-4	-3	-3	1	-6	4
CCCCOC(=O)C1=C(C)Nc2ncnn2C1c1cc(OC)ccc1OC (stereo not drawn)	-6	-5	-15	-15	6	-23	-15	13
COc1ccccc1-n1c(SC)nc2c(sc(=S)n2-c2ccccc2)c1=O	9	-2	8	-5	10	-1	6	-8
O=C(Nc1cccc(O)c1)c1cc(-c2ccco2)on1	6	8	-100	84*	-14	18	6	-7
O=C(c1ccc(Cl)cc1)N1CCC(O)(CSc2ccc(Cl)cc2Cl)CC1	-8	66*	5	-8	37	0	4	2
CCCCNC(=S)N(C)/N=C/c1ccc(F)cc1	6	23	5	1	15	12	7	-3
CN1CCC2(CC1)N=C(c1ccc(F)cc1)C(=S)N2C(=O)c1ccc(C(C)(C)C)cc1	-26	-6	16	1	3	-35	1	1
Cc1nc(C)n(CC(=O)c2ccc(Cl)cc2Cl)n1	4	7	11	-4	-14	19	12	-13
O=C1N(Cc2ccccc2)CCCC12CCCN(Cc1ccccc1)C2=O	3	-5	6	5	0	22	4	-15
O=C(NCCn1ccc2ccccc21)c1ccc(S(=O)(=O)N2CCOCC2)cc1	-4	1	-4	-8	28	-1	3	0
CCNc1nc(NC(C)C)nc(N(C#N)CCOc2ccccc2)n1	6	9	5	-1	13	-16	1	5

4 compounds from above, sorted by the number in Jurkat NFkB inh, high to low:
SMILES | Jurkat NFkB inh
COc1ccc(NS(=O)(=O)c2ccc(-c3coc(C)n3)cc2)cc1OC | 36
CCOC(=O)C1CCN(C(=O)CNC(=O)OC(C)(C)C)CC1 | 11
O=C(c1ccc(Cl)cc1)N1CCC(O)(CSc2ccc(Cl)cc2Cl)CC1 | 5
COc1ccccc1-c1nnc(SCC(=O)Nc2ccc(N3CCOCC3)cc2)n1N | -4

The list continues.
SMILES	CCR6 antagonist	EBI2 block	Jurkat NFkB inh	SENP8 block	Apaf-1 inh	697 NFkB inh	UBC13 polyUb	Gli-Sufu block
CC(C)(C)c1ccc(C(=O)NCCCNC(=O)c2ccco2)cc1	3	-18	12	3	7	13	1	-7
Cc1ccc(-c2nnc(SCC(=O)N/N=C/c3c(C)nn(-c4ccccc4)c3C)n2-c2ccccc2)cc1	6	9	2	1	31	3	-1	22
CCOC(=O)c1ccccc1NC(=O)CN(c1ccccc1OCC)S(C)(=O)=O	1	-1	3	1	9	-14	4	5
COc1ccc2cc(C(=O)C3CCCN(C(=O)c4cnn(C(C)C)c4)C3)ccc2c1 (stereo not drawn)	11	8	-1	10	11	0	18	-6
CCC(=O)Nc1ccc(C(=O)CN2CCC(C)CC2)cc1	x	x	-6	-5	-5	6	6	x
O=c1cc(-c2ccc(O)cc2)oc2cc(O)c([C@@H]3O[C@H](CO)[C@@H](O)[C@H](O)[C@H]3O)c(O)c12	-12	-2	-5	-2	-8	14	8	4
CC1CC(C)CN(C(=O)C2CCCN(c3ncnc4c3nc3n4CCCCC3)C2)C1 (stereo not drawn)	3	4	-1	9	6	-5	9	26
OC1=C(O)c2nc3cc(C(F)(F)F)ccc3nc21	-5	-1	-2	9	-13	0	-28	2
Cc1ccccc1NC(=O)Cc1nnc(SCc2ccc(Cl)c(Cl)c2)n1C	1	-2	-4	-1	-1	17	-2	x
Cc1nnc(NC(=O)CN2CCN(Cc3c(Cl)cccc3Cl)CC2)s1	-2	-7	2	-1	-12	2	1	-5
CN(C)C(=O)CSc1nc2ccccc2n1Cc1ccccc1	3	-5	5	-10	-1	-18	3	0
Cc1ccc(S(=O)(=O)N2CCOCC2)cc1NC(=O)CSc1nnc2cc(C)c3ccccc3n12	11	-11	8	4	7	-29	7	7
Cc1ccc(CC(=O)NNC(=O)c2cccs2)cc1C	6	-4	14	-4	5	7	-2	1
CCCn1nnc2ccccc2c1=O	-18	-6	3	-4	12	-8	-15	-16
Cc1ccn(CCC(=O)NC2CC(C)(C)Cc3c2cnn3-c2ccccc2C)n1 (stereo not drawn)	11	-7	9	2	-9	6	-5	-5
Nn1c(SCC(=O)Nc2ccc(F)cc2)nnc1-c1ccccn1	13	6	-15	-3	2	-12	-6	5
CNC(=O)c1ccccc1NC(=O)c1c(O)c2c([nH]c1=O)CCCC2	10	-2	-27	-8	16	-23	-3	-4
O=C(Cc1ccccc1)N1CCN(c2ncccn2)CC1	-3	3	1	-4	-7	10	1	20
CCC(CC)c1nnc(NC(=O)CS(=O)(=O)c2ccc(C)cc2)s1	1	3	-4	4	4	2	-1	-6
Cc1cc(-c2csc(N)n2)c(C)n1-c1ccccc1	4	-6	3	5	-13	2	5	19

Whole records as entered above. Values in the order: CCR6 antagonist, EBI2 block, Jurkat NFkB inh, SENP8 block, Apaf-1 inh, 697 NFkB inh, UBC13 polyUb, Gli-Sufu block
Listed for CN(C)C(=O)CSc1nc2ccccc2n1Cc1ccccc1 : 3, -5, 5, -10, -1, -18, 3, 0
Listed for Cc1cc(-c2csc(N)n2)c(C)n1-c1ccccc1 : 4, -6, 3, 5, -13, 2, 5, 19

New compounds follow:
SMILES	CCR6 antagonist	EBI2 block	Jurkat NFkB inh	SENP8 block	Apaf-1 inh	697 NFkB inh	UBC13 polyUb	Gli-Sufu block
Cc1cc(C(=O)O)c(CCCN)s1	-5	-6	0	-6	-18	6	0	5
CN1C(=O)CSc2ccc(NC(=O)NCCC3=CCCCC3)cc21	9	11	-2	-7	3	3	-5	10
O=C(COC(=O)c1cccnc1Cl)NCc1ccco1	-2	-1	-7	-2	-3	3	-12	-8
CN(C)/C=C/c1c(C#N)c(=O)ncn1Cc1ccccc1	2	-15	7	-2	-7	22	-5	6
O=C(COC(=O)c1cc(Br)ccc1O)NCC1CCCO1 (stereo not drawn)	-4	2	1	-3	10	-19	-4	3
O=C1CC(N2CCN(c3ccc(S(=O)(=O)N4CCOCC4)cc3)CC2)C(=O)N1Cc1ccccc1 (stereo not drawn)	-14	0	8	1	4	-13	-7	4
Cc1ccc(N(C(=O)c2ccc(Br)o2)C2C=CS(=O)(=O)C2)cc1 (stereo not drawn)	4	-2	-8	-12	-2	-12	-10	5
CN(C)CCOC(=O)CCCCCCCCC(=O)OCCN(C)C	8	2	20	-5	-4	-7	2	-5
O=S1(=O)N=C(c2ccccc2)C=C(c2ccccc2)N1	22	-6	x	x	9	10	x	4
Nc1ccc(C23CC4CC(CC(CO)(C4)C2)C3)cc1	9	7	-11	1	3	-31	4	-3
Cc1cccc(NC(=O)c2ccc(NC(=O)c3ccccc3Br)cc2)c1	26	9	-13	-16	9	-12	2	5
O=c1c2cc(Br)ccc2nc2n1CCCCC2	14	-9	-14	-4	3	-5	-1	-24
Cc1ccc(Cl)cc1NC(=O)CNCC(c1ccccc1)N(C)C (stereo not drawn)	12	-9	4	1	-3	-1	5	16
O=C(NCCCN1CCOCC1)c1ccc2c(c1)N(Cc1ccccc1)C(=O)c1ccccc1S2=O (stereo not drawn)	17	5	-14	2	9	25	-2	-26
CC(=O)c1ccc(S(=O)(=O)Nc2cccc(S(=O)(=O)NC3=NCCC3)c2)cc1	-2	-4	9	2	-5	-11	-4	9
CCN(CC)S(=O)(=O)c1ccc(NC(=O)c2ccc(Sc3nncn3C)c([N+](=O)[O-])c2)cc1	17	-9	0	-2	12	6	1	-4
O=C(NCc1ccccc1OC(F)(F)F)C1CCC(=O)N(CCc2ccccn2)C1 (stereo not drawn)	2	-11	7	-2	-5	7	0	-10
CCN(CC)CCCn1c2c(c(SCC(=O)Nc3cccc4ccccc34)nc1=O)CCC2	17	-7	2	-7	10	-28	3	32
O=C(NN1C(=O)c2ccccc2NC1c1ccccn1)c1ccccc1 (stereo not drawn)	2	-7	-13	0	-4	-8	11	0
COCC(C)NS(=O)(=O)c1ccccc1 (stereo not drawn)	10	-4	6	-1	-2	1	-2	-5
COc1ccc(C(=O)NCC(=O)N/N=C/C(C)=C/c2ccco2)cc1OC	-2	-5	10	1	-12	0	-16	2
CC(C)(C)N1C(=O)c2ccc(C(=O)Nc3nccs3)cc2C1=O	-17	7	-14	-4	6	-1	2	-88
O=C1c2ccccc2C(=O)N1CN(C(=O)c1ccccc1[N+](=O)[O-])c1ccc(F)cc1	-3	8	9	5	-11	0	5	4
CCc1ccc2c(CN3CCN(S(=O)(=O)c4cccs4)CC3)cc(=O)oc2c1	11	-13	-3	10	23	16	6	-7
CCN(C(=S)NC(=O)c1ccccc1Br)C1CCCCC1	7	-12	-12	0	14	-6	1	-4

Looked up above.
`Nc1ccc(C23CC4CC(CC(CO)(C4)C2)C3)cc1` @ EBI2 block: 7
`CCN(C(=S)NC(=O)c1ccccc1Br)C1CCCCC1` @ Gli-Sufu block: -4
`O=C(NCCCN1CCOCC1)c1ccc2c(c1)N(Cc1ccccc1)C(=O)c1ccccc1S2=O` (stereo not drawn) @ Apaf-1 inh: 9
`CCN(CC(=O)NCc1cccs1)C(=O)CCC(=O)c1ccc(F)cc1` @ UBC13 polyUb: -3

An excerpt. The share of hits here may be higher or lower than overall.
